PvdQ inh – P. aeruginosa PvdQ acylase inhibition | inhibition, % at 10 µM | actives 0.063% (n = 340,000) | purified PvdQ acylase, fluorescence plate reader | AID 488965; in the data active = inhibition above about 30%, passing the limit was not always enough; inconclusive = no clear call, values can overlap the other calls;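 note: 0% = vehicle neutral wells and 100% = reference inhibitor wells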
Ecoli viability – reduces bacterial viability in AddAB counter-screen; AID 449728; actives 0.27% (n = 330,000); inhibition, % at 11.9 µM; E. coli V3065 growth, OD600 absorbance, 18 h;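 active = inhibition above the campaign's mean inhibition across all tested compounds plus 3 SD, cut at about 9.9% in these data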;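 note: uninfected addAB+ strain grown without phage in ampicillin broth; 0% = DMSO wells and 100% = ciprofloxacin 0.95 µg/ml wells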
DAGLB inhibitor – blocks human DAGLB lipase activity; HEK293T DAGLB membrane lysate, EnzChek fluorogenic substrate; actives 0.059% (n = 340,000); inhibition, % at 5.17 µM; Q8NCG7; in the data active = inhibition above about 34%;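 note: 0% = enzyme with vehicle and 100% = wells lacking enzyme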
Target sequence (Q8NCG7 whole entry, looked up): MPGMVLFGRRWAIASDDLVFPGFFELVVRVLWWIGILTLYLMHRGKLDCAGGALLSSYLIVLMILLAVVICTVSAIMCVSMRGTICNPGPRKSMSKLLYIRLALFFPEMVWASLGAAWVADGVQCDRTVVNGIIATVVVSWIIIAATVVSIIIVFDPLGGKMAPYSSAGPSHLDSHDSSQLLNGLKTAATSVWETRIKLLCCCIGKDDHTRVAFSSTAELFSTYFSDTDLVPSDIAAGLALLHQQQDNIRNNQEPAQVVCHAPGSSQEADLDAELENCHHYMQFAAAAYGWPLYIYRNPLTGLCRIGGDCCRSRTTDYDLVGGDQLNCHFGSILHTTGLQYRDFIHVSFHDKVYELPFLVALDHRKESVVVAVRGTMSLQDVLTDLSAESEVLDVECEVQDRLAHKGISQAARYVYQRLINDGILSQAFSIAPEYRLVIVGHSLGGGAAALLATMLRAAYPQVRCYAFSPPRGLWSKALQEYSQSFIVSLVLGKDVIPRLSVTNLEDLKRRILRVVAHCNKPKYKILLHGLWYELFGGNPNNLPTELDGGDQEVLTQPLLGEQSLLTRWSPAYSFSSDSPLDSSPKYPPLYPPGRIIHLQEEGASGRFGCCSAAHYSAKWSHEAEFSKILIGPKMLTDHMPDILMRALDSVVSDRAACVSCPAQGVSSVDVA
Tat transport – blocks Tat-dependent protein export in E. coli. E. coli MC4100 TorA-mCherry Tat export, fluorescence. inhibition, % at 10 µM. actives 0.036% (n = 340,000). AID 488895;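 active = mean replicate inhibition at least 50% and at least half of replicates individually reaching 50%; inconclusive = only one of the two criteria met; inactive = neither criterion met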;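 note: exported cargo escapes ClpAP degradation while cytoplasmic cargo is degraded and loses fluorescence; 0% = median of neutral control wells and 100% = median of NaSCN control wells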
phage Ecoli inh – E. coli growth loss with phage present; actives 0.26% (n = 360,000); AID 651602; inhibition, % at 11.9 µM; growth absorbance; in the data active = inhibition above about 11%
AddAB inh – less growth of phage-infected E. coli with AddAB; E. coli expressing H. pylori AddAB, absorbance growth; inhibition, % at 11.9 µM; actives 0.29% (n = 330,000); AID 435030; in the data active = inhibition above about 12%;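 note: 0% = vehicle wells of infected cells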
Wnt bcat act – activates Wnt/beta-catenin signaling in a reporter cell assay. activator, plate reader. activation, % at 9.35 µM. actives 1.2% (n = 300,000); in the data active = activation above about 30%, passing the limit was not always enough; inconclusive = no clear call, values can overlap the other calls;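 note: 0% = neutral control wells and 100% = positive control wells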
PfHsp90 yeast 2 – growth inhibition of yeast expressing Plasmodium Hsp90 | actives 0.32% (n = 310,000) | S. cerevisiae expressing PfHsp90, BacTiter-Glo ATP, 48 h; yeast lacking PDR1 and PDR3 efflux regulators | inhibition, % at 9.4 µM | AID 504621;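 active = every replicate shows inhibition above about 80%, whatever the replicate mean, limit read from the data; inconclusive = mean inhibition reaches the set limit but some replicate falls short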;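 note: 0% = DMSO neutral controls and 100% = 20 µM radicicol positive controls; yeast relying on Plasmodium falciparum Hsp90 in place of its own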
Rtt109 HAT inh – C. albicans Rtt109 histone acetyltransferase inhibition; AID 540336; inhibition, % at 34.9 µM; actives 0.16% (n = 330,000); purified Rtt109/Vps75, ThioGlo CoA-SH fluorescence, 4 h;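 active = inhibition of at least 50% in every replicate; inconclusive = best replicate reaches 50% inhibition but some replicates fall short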
Target sequence (Q5AAJ8 whole entry, looked up): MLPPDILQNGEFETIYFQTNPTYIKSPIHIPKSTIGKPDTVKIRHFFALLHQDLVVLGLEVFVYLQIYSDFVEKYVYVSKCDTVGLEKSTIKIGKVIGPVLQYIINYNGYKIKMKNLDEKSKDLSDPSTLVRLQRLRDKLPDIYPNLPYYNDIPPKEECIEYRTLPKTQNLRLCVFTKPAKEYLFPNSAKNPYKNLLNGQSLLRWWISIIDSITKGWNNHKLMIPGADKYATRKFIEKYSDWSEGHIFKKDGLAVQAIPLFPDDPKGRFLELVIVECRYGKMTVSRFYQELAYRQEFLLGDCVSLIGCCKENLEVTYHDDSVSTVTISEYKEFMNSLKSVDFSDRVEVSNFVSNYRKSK
CAL PDZ FP – human CAL PDZ-peptide interaction inhibition; AID 504414; purified CAL PDZ, TMR-peptide fluorescence polarization, 1 h; Q9HD26; actives 0.02% (n = 330,000); inhibition, % at 20 µM;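 active = highest replicate inhibition of at least 40%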;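 note: plate controls were DMSO neutral control wells for no effect and unlabeled competitor peptide control wells for full effect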
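Test system: purified CerCALP PDZ construct; Compound dosing: one concentration, 20 µM compound; Also added: TMR-labelled reporter peptide T*-PRC34 bound in PDZ groove; Read-out: inhibition from polarization loss; Controls: unlabelled peptide and DMSO controls; Signal: FP readout, S and P plane fluorescence; Incubation: 1 h at RT.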
Starred values were filed as active, the others as inactive; u = inconclusive; x = no result given.

SMILES | PvdQ inh | Ecoli viability | DAGLB inhibitor | Tat transport | phage Ecoli inh | AddAB inh | Wnt bcat act | PfHsp90 yeast 2 | Rtt109 HAT inh | CAL PDZ FP
Cc1nn(CC(=O)N2CCN(C34CC5CC(CC(C5)C3)C4)CC2)c(C)c1[N+](=O)[O-] | -15 | -0.8 | 0 | -7 | 2.2 | 3.9 | -2 | -21 | 1 | -3.7
Cc1ccc(NC(=S)N(CCN(C)C)Cc2cc3cc(C)cc(C)c3[nH]c2=O)cc1 | -5 | -1.9 | 2 | 2 | 1.2 | 0.8 | 1 | 14 | 8 | -2.1
COc1cc(C)ccc1OCCCCNCc1ccccc1 | -3 | -1.2 | -2 | 7 | 0.6 | 1.7 | -3 | 1 | 11 | 0.0
N=C1C(=O)OCC1c1ccccc1NC(=O)c1ccc(F)cc1 (configuration not stated) | -11 | -1.7 | 0 | -9 | 4.3 | 0.2 | x | x | -12 | 1.1
Cc1cc(OCC(C)C)ccc1/C(O)=C1/C(=O)C(=O)N(Cc2cccnc2)C1c1ccncc1 (configuration not stated) | -8 | 2.7 | 1 | -4 | 1.1 | -1.4 | x | 24 | 6 | -0.3
O=C(Nc1ccc(F)cc1F)NC1CCN(S(=O)(=O)c2ccc(F)cc2)CC1 | -5 | 0.9 | -5 | -3 | 5.4 | 5.6 | -2 | -22 | 23 | -3.1
CC1Oc2ccccc2N(CC(=O)c2cccc(Cl)c2)C1=O (configuration not stated) | -19 | -0.8 | -8 | -3 | 4.6 | 0.2 | x | x | 1 | -2.3
Cc1nn2c(N3CCN(c4ccccn4)CC3)cc(C(C)C)nc2c1-c1ccccc1 | 7 | x | -3 | 1 | 1.9 | x | x | u | 1 | -1.0
COc1ccc(NC(=O)CCN2CCN(C/C=C/c3ccccc3)CC2)cc1 | -5 | 0.6 | 0 | 1 | 1.7 | -0.1 | 1 | -10 | -2 | 0.4
O=c1c2ccccc2c(-c2ccccc2)nn1-c1ccccc1 | x | 0.7 | x | x | 0.8 | 1.0 | -2 | x | x | x
Cc1ccc(NC(=O)c2ccc(Cn3cc([N+](=O)[O-])cn3)cc2)c(C)c1 | 4 | -0.2 | -3 | -3 | 2.7 | 1.5 | 5 | 19 | -4 | -0.5
O=c1sc2ccccc2c(N2CCOCC2)c1[N+](=O)[O-] | -13 | 0.0 | 2 | -4 | -0.5 | 1.5 | 0 | -3 | 3 | -0.4
CCN(CC(=O)NCc1ccc(Cl)cc1)C(=O)CSCC(=O)Nc1ccc(OC)cc1 | -12 | 2.6 | 0 | -1 | 2.4 | 2.2 | -3 | 15 | 1 | -0.5
S=c1[nH]nc(-c2ccc(Cl)cc2Cl)n1Cc1ccccc1 | 2 | -1.5 | 7 | 7 | 3.2 | 1.5 | -4 | -80 | 4 | -3.8
O=C(CSc1nc2c(cnn2-c2ccc(F)cc2)c(=O)[nH]1)N1CCCCCC1 | -11 | -1.4 | 5 | 4 | 1.1 | -1.4 | -2 | 3 | -4 | -1.1
CCn1ccnc1CN(C)Cc1nc(-c2cccc(Cl)c2)no1 | -7 | -4.5 | 1 | 6 | 2.9 | 1.3 | -1 | -6 | -4 | -1.9
Cc1ccc(C(=O)OC(C)C(=O)NC(C)CCc2ccccc2)o1 (configuration not stated) | -10 | 0.5 | -1 | 2 | 0.8 | -0.5 | 0 | -22 | -1 | -0.9
CCN1CCCC1CNC(=O)C1c2ccccc2C(=O)N(CCOC)C1c1ccc(F)cc1 (configuration not stated) | -9 | -2.4 | 0 | -3 | 1.1 | 1.6 | -3 | -13 | -1 | -2.0
COc1ccc(CN(C)C(=O)COC(=O)c2ccc3c(c2)OCO3)cc1OC | 6 | 0.3 | 0 | -1 | 2.5 | 2.0 | x | 4 | 8 | 0.0
COc1cc(SC)ccc1C(=O)Nc1ccc(Br)cn1 | -14 | -0.2 | -21 | -3 | 2.7 | 3.7 | -4 | -9 | -4 | -1.1

Fetched by structure from the entries so far:
SMILES | PvdQ inh | Ecoli viability | DAGLB inhibitor | Tat transport | phage Ecoli inh | AddAB inh | Wnt bcat act | PfHsp90 yeast 2 | Rtt109 HAT inh | CAL PDZ FP
Cc1ccc(NC(=S)N(CCN(C)C)Cc2cc3cc(C)cc(C)c3[nH]c2=O)cc1 | -5 | -1.9 | 2 | 2 | 1.2 | 0.8 | 1 | 14 | 8 | -2.1
CCN(CC(=O)NCc1ccc(Cl)cc1)C(=O)CSCC(=O)Nc1ccc(OC)cc1 | -12 | 2.6 | 0 | -1 | 2.4 | 2.2 | -3 | 15 | 1 | -0.5
Cc1nn2c(N3CCN(c4ccccn4)CC3)cc(C(C)C)nc2c1-c1ccccc1 | 7 | x | -3 | 1 | 1.9 | x | x | u | 1 | -1.0
O=C(CSc1nc2c(cnn2-c2ccc(F)cc2)c(=O)[nH]1)N1CCCCCC1 | -11 | -1.4 | 5 | 4 | 1.1 | -1.4 | -2 | 3 | -4 | -1.1

New compounds follow
SMILES | PvdQ inh | Ecoli viability | DAGLB inhibitor | Tat transport | phage Ecoli inh | AddAB inh | Wnt bcat act | PfHsp90 yeast 2 | Rtt109 HAT inh | CAL PDZ FP
CCN(CC)C(=O)CSc1nnc(-c2ccccc2)n1N | -12 | 0.6 | -1 | 3 | 1.9 | 0.8 | -3 | -8 | -7 | -0.5
O=C(N/N=C/c1cc(Br)ccc1OC(=O)c1ccc(Br)cc1)c1ccncc1 | -1 | -1.0 | 6 | -2 | -4.9 | 1.0 | -5 | -14 | -1 | -3.7
O=C(CSc1nnc(C2CC2)n1-c1ccccc1)NC1CCS(=O)(=O)C1 (configuration not stated) | 10 | -0.1 | -3 | 11 | 5.8 | 1.0 | -1 | 35 | 13 | -0.1
CC(NC(=O)c1ccc2c(c1)OCO2)c1ccccc1 (configuration not stated) | 1 | 2.0 | -1 | -3 | 3.0 | 0.3 | -1 | -35 | 5 | 0.3
Cn1c(CC(=O)Nc2ccccc2F)nnc1SCC(=O)N1CCOCC1 | -22 | -2.1 | -1 | -2 | -0.1 | 2.8 | 7 | -5 | -3 | 12
O=C(CCNc1cc(Cl)cc(Cl)c1)c1cccs1 | 9 | 0.7 | -3 | 0 | 0.5 | 0.4 | 0 | -38 | -6 | 0.0
O=C(Cn1ccc(NC(=O)OCc2ccccc2)nc1=O)NCCCN1CCCC1=O | 13 | 2.7 | -1 | -4 | 0.8 | 3.2 | -6 | x | 1 | -0.5
CCOc1cccc(C2c3c(oc4ccccc4c3=O)C(=O)N2c2ccccn2)c1 (configuration not stated) | x | 0.9 | x | x | 2.0 | 1.4 | 1 | x | x | x
COc1ccc(CNc2ccccc2)cc1Br | 2 | -0.6 | -1 | -1 | 1.2 | 0.0 | x | -22 | 0 | 0.7
C#CCOCCOCCOCCNc1nc(N2CCN(C(=O)[C@H]([C@@H](C)CC)n3cc([C@@H](N)CO)nn3)CC2)nc(N2CCN(C(=O)[C@H](Cc3ccc(O)cc3)n3cc([C@@H](N)C(C)CC)nn3)CC2)n1 (some centres not stated) | -27 | -4.6 | 2 | 1 | x | 1.6 | x | -15 | -4 | 0.0
CN(CC1CCCN(CCc2ccc(F)cc2)C1)C(=O)CCC(N)=O (configuration not stated) | -15 | 1.2 | 0 | -4 | 0.3 | 4.3 | -1 | 8 | 2 | 0.6
O=C(c1ccccc1F)N(Cc1ccc2c(c1)OCO2)Cc1cc2cc3c(cc2n2nnnc12)OCO3 | -12 | -0.9 | -4 | -1 | 3.0 | 0.3 | x | 1 | 19 | -0.8
CCOc1cc(Br)cc(C(c2c(C(=O)O)[nH]c3ccccc23)c2c(C(=O)O)[nH]c3ccccc23)c1O | -14 | -0.4 | 16 | 4 | -1.0 | 0.1 | -1 | -18 | 13 | 0.1
CC(=O)NS(=O)(=O)c1ccc2c(c1)Cc1cc(S(=O)(=O)NC(C)=O)ccc1-2 | 11 | -0.7 | -1 | -2 | 1.3 | 1.2 | -2 | -13 | 3 | -1.0
Cc1cc(NC(=O)c2ccco2)ccc1-n1cnnn1 | -7 | -1.3 | -1 | -4 | 3.0 | 1.2 | u | -11 | -8 | -2.0
CC1=CC(=NOC(=O)c2cccc([N+](=O)[O-])c2)C=C(C)C1=O | -12 | 0.9 | -4 | -24 | -1.0 | 1.2 | x | -7 | -4 | 0.9
COc1ccccc1C(=O)NCC(=O)N/N=C/c1cc(Br)ccc1OC(=O)/C=C\c1ccco1 | 4 | -0.7 | 7 | 10 | 4.5 | -0.7 | -5 | -22 | 14 | -2.7
Cc1ccc2nc(NC(=O)CNS(=O)(=O)c3ccc(Br)s3)sc2c1 | -2 | -0.3 | 3 | 12 | 4.0 | 2.1 | x | x | -11 | -2.2
Cc1ccc(C2C(C(=O)c3ccco3)=C(O)C(=O)N2c2nnc(C)s2)cc1 (configuration not stated) | -9 | -3.2 | 0 | -4 | 0.9 | -2.9 | 17 | -33 | 3 | -2.2
CCOc1ccc(NC(=O)C(=O)N/N=C/c2ccccc2F)cc1 | -5 | 2.5 | -3 | 2 | 1.1 | 0.2 | -2 | 10 | -15 | x
CCc1ccccc1OCCCCCNCCO | -15 | 1.8 | -2 | -7 | 0.6 | 1.9 | x | -4 | 8 | -0.1
CCN(c1ccc(F)cc1)S(=O)(=O)c1cccc2nsnc12 | -4 | -0.5 | -5 | 4 | 3.2 | 1.1 | -2 | 7 | 3 | 0.0
CCOC(=O)C1CN(C(C)(C)C)C(=O)C1=O (configuration not stated) | 7 | -1.5 | 1 | 17 | 2.2 | 1.0 | -3 | 3 | 4 | 0.7
Cc1ccc(NC(=S)N(CCN(C)C)C(C)c2ccco2)cc1C (configuration not stated) | -17 | -0.8 | -2 | -7 | 0.4 | 0.3 | 1 | 20 | 5 | -1.7
CN(c1ccccc1C(=O)NCc1ccco1)S(C)(=O)=O | -8 | 1.6 | 4 | 7 | 2.0 | -0.4 | -2 | 13 | 1 | -3.8
CC(=O)N1CCN(C(=O)c2ccc(-c3cccc(C(F)(F)F)c3)o2)CC1 | -5 | -3.4 | -2 | 6 | 0.2 | -2.9 | -2 | -13 | 3 | -2.0
CC1CCC(NC(=O)COc2ccc(C(=O)c3ccccc3)cc2)CC1 (configuration not stated) | 0 | 0.5 | -5 | 5 | 3.8 | 4.4 | -1 | -16 | 7 | -0.5
CCOc1ccc(-n2c(C)c(C(C)=O)c3cc(OCC(N)=O)ccc32)cc1 | -2 | -0.7 | 2 | 1 | 1.1 | -1.8 | 0 | x | -1 | -2.8
CC(=O)Nc1ccc(NC(=O)C2CC(=O)Nc3nc4ccccc4n32)cc1 (configuration not stated) | 14 | -0.4 | -1 | 1 | 0.8 | 1.6 | 0 | -11 | -6 | 0.8
Cc1cccc2nc(CNC(=O)C3CCC(=O)N(Cc4ccccc4F)C3)cn12 (configuration not stated) | -8 | 0.9 | -1 | -3 | 0.6 | -0.1 | 1 | 9 | -17 | -1.8
Cc1c(CC(=O)NCCC(=O)O)c(=O)oc2cc3oc4c(c3cc12)CCCC4 | 20 | 1.2 | -1 | 3 | 2.8 | 2.7 | -1 | -11 | 9 | -2.0
Cc1ccc(N(CC(=O)Nc2ccc(Br)c(C)c2)S(=O)(=O)c2c(C)[nH]c(=O)[nH]c2=O)cc1 | 1 | -0.3 | 5 | 18 | 2.1 | 4.9 | 3 | -9 | 2 | -2.2
CC(C)=CCC/C(C)=C/CN(CC(C)O)CC(C)O (configuration not stated) | -4 | -0.3 | 1 | 4 | 0.2 | 0.8 | x | -12 | -6 | -0.2

Screening data deposited in PubChem BioAssay by several laboratories.
